Neddyl block: inhibitors of human cullin neddylation. TR-FRET cullin neddylation, biochemical. calls only at 25 µM. AID 651699. 360,000 tested, 0.58% active; in the data active means inhibition above about 36%
CendR NRP1 mod: alters CendR peptide binding to human NRP-1. O14786. AID 602438. 360,000 tested, 0.85% active. FAM-RPARPAR peptide binding to NRP-1, fluorescence polarization. inhibition, % at 25 µM;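 active means inhibition or corrected inhibition above about 18%, plus a signal ratio from 0.5 to 1.5, limit read from the data, passing the limit was not always enough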; further: strong numbers were not always called active
MsrA act: bovine methionine sulfoxide reductase A activation. purified bovine MsrA, absorbance read-out. activation, % at 10.6 µM. 360,000 tested, 0.3% active. AID 602163; in the data active means activation above about 7.5%;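 further: 0% = vehicle and 100% = reference activator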
SKN-1 block: inhibitors of C. elegans SKN-1 | C. elegans VP596 Pgst-4::GFP/RFP ratio, acrylamide-induced, 24 h | inhibition, % at 21.8 µM | 360,000 tested, 0.49% active;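 active means interference check ratio from 0.5 to 1.5 plus GFP to RFP signal ratio inhibition reaching or exceeding a fixed threshold, cut at about 30% in these data, passing the limit was not always enough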; further: some compounds called inactive have numbers as strong as hits
Rin1 Abl inh: inhibitors of human Rin1-Abl protein interaction | TR-FRET Rin1/Abl binding, biochemical | AID 588664 | inhibition, % at 7.35 µM | 360,000 tested, 0.4% active; in the data active means inhibition above about 5%, passing the limit was not always enough
MsrA inhibitor: inhibitors of bovine MsrA | 360,000 tested, 0.75% active | AID 651718 | purified bovine MsrA, absorbance read-out | inhibition, % at 15.5 µM; in the data active means inhibition above about 4.5%;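 further: 0% = vehicle wells with enzyme and 100% = reference inhibitor wells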
MT1-MMP act inh: MT1-MMP (human) activation inhibition | P50281 | HT1080 RFP-PRO-GFP cells, GFP/RFP ratio fluorescence, overnight; percent of plate control window, DMSO zero | GFP/RFP ratio change, % at 20 µM | 360,000 tested, 0.061% active;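 active means GFP/RFP ratio change of at least 30% with cell ATP level not reduced by more than half and red fluorescence within 50% of control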; further: strong numbers were not always called active
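Material: RFP-PRO-GFP reporter HT1080 cells. Dosing: single-point 20 µM compound, 1% DMSO. Controls: DMSO and RFP-L50D-GFP cell wells. Timing: cells overnight before dosing, compound overnight, 37 °C, 5% CO2. Measure: GFP/RFP fluorescence ratio.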
FAS TE block: inhibitors of human fatty acid synthase thioesterase domain. recombinant FAS-TE, OMFH fluorogenic substrate, fluorescence endpoint. inhibition, % at 15 µM. 360,000 tested, 0.67% active;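 active means compounds whose normalised, plate-corrected inhibition of enzyme fluorescence in the single-dose primary screen is 50% or more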;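 further: 0% = DMSO with enzyme and 100% = substrate without enzyme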
eLon inh: inhibits E. coli Lon protease; purified E. coli Lon protease, fluorescence polarization; inhibition, % at 7.94 µM; 360,000 tested, 0.42% active; AID 602123; in the data active means inhibition above about 13%, passing the limit was not always enough;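 further: 0% = enzyme with probe and DMSO and 100% = no enzyme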
Starred values were filed as active, the others as inactive; i = inactive; x = not tested or not shown.

Screens by letter – A = Neddyl block; B = CendR NRP1 mod; C = MsrA act; D = SKN-1 block; E = Rin1 Abl inh; F = MsrA inhibitor; G = MT1-MMP act inh; H = FAS TE block; I = eLon inh
C[C@@]12CCC=C[C@H]1[C@H](c1ccc(C(F)(F)F)cc1)N(Cc1ccccc1)C2=O
  A: i; B: 26.4*; C: -9.4; D: -1.9; E: 3.2; F: 0.6; G: -11.0; H: 18.0; I: -5.2
O=C(NCc1ccco1)c1cccnc1Cl
  A: i; B: 1.3; C: -5.5; D: -12.8; E: -0.6; F: 0.4; G: -3.1; H: -10.6; I: -17.7
Cc1cc(C)cc(NC(=O)c2ccc(CNc3c(N4CCOCC4)c(=O)c3=O)cc2)c1
  A: i; B: -2.1; C: -3.8; D: 5.5; E: -1.8; F: 1.6; G: -2.8; H: -3.6; I: 4.2
OC[C@@H]1CN(Cc2ccc3c(c2)OCO3)C[C@H](n2cnc3c(NCc4ccc(F)cc4)ncnc32)O1
  A: i; B: -4.4; C: -5.6; D: 10.1; E: 4.7; F: 1.3; G: -2.9; H: -1.1; I: 2.0
Cc1cc(/C=N/Nc2ccc([N+](=O)[O-])cn2)c(C)n1-c1cccc(C(=O)O)c1
  A: i; B: -86.9; C: -9.7; D: -6.1; E: -1.5; F: 1.1; G: -1.2; H: 7.9; I: -9.9
CC(C)(C)c1ccc(NC(=O)C(=O)C2C(=O)Nc3ccccc32)cc1 (stereo not drawn)
  A: i; B: 0.8; C: -2.5; D: 1.4; E: 3.3; F: -0.5; G: 5.0; H: 4.9; I: -0.3
CCC1(CC)NC(=O)N(CC(=O)OC(C)C(=O)Nc2ccccc2OC)C1=O (stereo not drawn)
  A: i; B: 3.1; C: -1.5; D: 2.8; E: -3.3; F: 0.0; G: -3.4; H: -4.4; I: -0.1
NS(=O)(=O)c1ccc(CCNC(=O)c2cc(-c3ccccn3)nc3ccc(Br)cc23)cc1
  A: i; B: 3.2; C: -2.1; D: 1.5; E: -48.3; F: 0.9; G: -0.9; H: -0.3; I: -3.3
CC(C)(Cc1ccc(O)cc1)NC(=O)CC(=O)N/N=C/c1ccc(Cl)cc1
  A: i; B: 6.4; C: -1.6; D: 18.2; E: 1.3; F: -1.9; G: -0.4; H: -2.4; I: -4.4
Cc1ccc(C)c(N(Cc2cc3ccc(C)cc3[nH]c2=O)C(=O)c2ccco2)c1
  A: i; B: 20.6; C: -7.2; D: -18.6; E: 0.8; F: 2.2; G: 2.2; H: -0.7; I: -10.1
CC(=O)c1cnc2nc(SCc3ccccc3C)nn2c1C
  A: i; B: -7.1; C: -2.7; D: 7.2; E: -0.6; F: 0.1; G: -4.3; H: 12.1; I: -6.5
Cc1sc2nc(SCC(N)=O)n(C)c(=O)c2c1C
  A: i; B: -3.0; C: 4.3; D: -13.6; E: -0.1; F: 0.0; G: 3.1; H: -3.6; I: -3.9
CCOC(=O)C1CCCN(C(=O)Cn2nc(CC)n3c(cc4sccc43)c2=O)C1 (stereo not drawn)
  A: i; B: -12.1; C: -0.5; D: 9.6; E: -5.1; F: -1.2; G: 3.6; H: -1.6; I: -5.1
CC1(c2nnnn2Cc2ccccc2)CCC(=O)N1Cc1cccc(C(F)(F)F)c1 (stereo not drawn)
  A: i; B: 5.7; C: -8.3; D: -16.2; E: x; F: 0.4; G: 4.7; H: -5.1; I: -3.8
COC(=O)c1cn(NC(=O)c2cccnc2)c(=O)c2ccccc12
  A: i; B: 3.0; C: -4.2; D: -11.4; E: 2.6; F: -0.1; G: 1.4; H: -1.7; I: -1.7
Cc1c(C(=O)N2CCN(c3ccc(F)cc3)CC2)sc2nc3n(c(=O)c12)CCC3
  A: i; B: 9.4; C: -0.7; D: 5.0; E: 0.1; F: -0.4; G: 0.9; H: 1.8; I: -4.7
CCOc1cc(N2CCOCC2)c(OCC)cc1NC(=O)c1cccc(N(C)C)c1
  A: i; B: 4.2; C: 2.0; D: 7.0; E: -3.0; F: 0.1; G: 5.5; H: 6.9; I: -11.4
CSc1ccccc1NC(=S)NCc1ccc(Cl)cc1
  A: i; B: -1.3; C: -2.2; D: 1.6; E: 1.9; F: 0.2; G: 0.9; H: 5.7; I: -4.3
COc1ccccc1C(=O)NN=C1CCN(Cc2ccccc2)CC1
  A: i; B: 3.9; C: -0.2; D: 12.7; E: -3.1; F: -1.5; G: -4.0; H: -8.7; I: 11.2
CC1(C(=O)NS(=O)(=O)C2CC2)CCCN(C(=O)c2cc3ccccc3s2)C1 (stereo not drawn)
  A: i; B: -6.5; C: -8.4; D: 8.9; E: -1.1; F: 1.6; G: -6.9; H: -4.3; I: -6.4
CN[C@H](C(=O)NC[C@H]1O[C@@H](n2cnc3c(N)ncnc32)[C@H](O)[C@@H]1O)[C@@H](C)OCc1ccccc1
  A: i; B: 5.1; C: -7.8; D: -2.8; E: -2.1; F: -1.3; G: 2.7; H: -8.0; I: -0.7
CC1(C)CC(=O)c2c(nc3ccccc3c2N)C1
  A: i; B: 16.4; C: -0.3; D: 15.4; E: -1.1; F: 0.3; G: 2.5; H: -7.6; I: 4.7
O=C1OCCN1C(=O)[C@H]1[C@H](c2ccc(F)cc2)C(c2ccc(F)cc2)=NN1c1ccccc1
  A: x; B: 2.1; C: -3.4; D: -8.9; E: 3.3; F: 3.2; G: -1.3; H: 73.6*; I: -11.4
Cc1cc(C)n2c(Nc3ccc4c(c3)OCCO4)c(C3CC3)nc2n1
  A: i; B: -2.3; C: -4.1; D: -1.8; E: x; F: 0.4; G: 3.0; H: -6.5; I: -0.7
Cc1ccc(-c2csc(NCCn3c(C)nc4cc(C(F)(F)F)ccc43)n2)cc1
  A: i; B: 8.4; C: -1.6; D: 4.6; E: 1.5; F: -0.1; G: 5.4; H: 14.0; I: 17.8
O=C(Nc1ccc(SC(F)F)cc1)c1cc(-c2ccncc2)nc2ccccc12
  A: i; B: -16.0; C: -0.1; D: -37.2; E: 5.3; F: -0.5; G: -0.6; H: 24.4; I: -14.3
C/C(=N\NC(=S)NC(C)C)c1ccc(C(C)(C)C)cc1
  A: i; B: 9.3; C: -1.8; D: 3.7; E: 1.2; F: -0.3; G: -0.8; H: 34.0; I: 8.2
Fc1ccccc1CSc1ncnc2c1ncn2C1CCCO1 (stereo not drawn)
  A: i; B: 3.0; C: -11.4; D: 7.8; E: 5.1; F: 0.6; G: -2.1; H: -12.1; I: -7.0
COc1cc2[nH]c(=O)n(Cc3ccc(C(=O)N4CCC(N5CCCCC5)CC4)cc3)c(=O)c2cc1OC
  A: i; B: -15.1; C: -1.7; D: 7.8; E: 3.5; F: x; G: -5.3; H: 1.3; I: -9.4
CC1(C(=O)Nc2ccc3c(c2)OCCO3)CCC(=O)N1CCc1c[nH]c2ccccc12 (stereo not drawn)
  A: i; B: 4.1; C: -2.6; D: 13.8; E: 2.2; F: 1.5; G: -0.5; H: -4.8; I: 8.4

Reformatted as tab-separated lines: entries from further up
SMILES	Neddyl block	CendR NRP1 mod	MsrA act	SKN-1 block	Rin1 Abl inh	MsrA inhibitor	MT1-MMP act inh	FAS TE block	eLon inh
Cc1c(C(=O)N2CCN(c3ccc(F)cc3)CC2)sc2nc3n(c(=O)c12)CCC3	i	9.4	-0.7	5.0	0.1	-0.4	0.9	1.8	-4.7
CSc1ccccc1NC(=S)NCc1ccc(Cl)cc1	i	-1.3	-2.2	1.6	1.9	0.2	0.9	5.7	-4.3
CC1(C(=O)NS(=O)(=O)C2CC2)CCCN(C(=O)c2cc3ccccc3s2)C1 (stereo not drawn)	i	-6.5	-8.4	8.9	-1.1	1.6	-6.9	-4.3	-6.4

Going on with the list:
Screens by letter – A = Neddyl block; B = CendR NRP1 mod; C = MsrA act; D = SKN-1 block; E = Rin1 Abl inh; F = MsrA inhibitor; G = MT1-MMP act inh; H = FAS TE block; I = eLon inh
N#CC(C#N)=C(N)CSc1cccc[n+]1[O-]
  A: i; B: 2.3; C: -3.9; D: -2.3; E: 2.4; F: -1.1; G: 1.7; H: -6.0; I: 3.8
CCCCCNC(=O)c1cccc(S(=O)(=O)N2CC3(C)CC2CC(C)(C)C3)c1 (stereo not drawn)
  A: i; B: 2.6; C: 0.5; D: 23.1; E: 0.5; F: -1.1; G: -9.6; H: 21.3; I: 2.7
CN(C)c1cccc(CNC(=O)c2ccc3nc([C@@H]4O[C@H](CO)[C@H](O)[C@H](O)[C@H]4O)[nH]c3c2)c1
  A: i; B: -2.1; C: -0.8; D: -2.3; E: 13.6*; F: -0.3; G: 0.3; H: -5.1; I: -15.4
Cc1cnn(CCC(=O)NNC(=S)NCC(C)C)c1
  A: i; B: -0.6; C: -5.3; D: 3.0; E: 0.9; F: -0.2; G: 3.6; H: -6.9; I: 2.1
CC1CN(S(=O)(=O)c2ccc(C(=O)N(CCCN(C)C)c3nc4c(Cl)cccc4s3)cc2)CC(C)O1 (stereo not drawn)
  A: i; B: 8.3; C: -1.4; D: 3.9; E: -1.2; F: 0.6; G: 1.7; H: 2.6; I: 0.9
CCCCn1c(N)c(N(CC(C)C)C(=O)CSc2n[nH]c(-c3ccc(C)cc3)n2)c(=O)[nH]c1=O
  A: i; B: -0.5; C: -0.7; D: 9.8; E: 0.5; F: 0.8; G: -0.3; H: -7.4; I: 12.6
CC(=O)c1ccc(N2CCN(C(=O)c3cn(Cc4ccccc4)nc3-c3cccnc3)CC2)c(F)c1
  A: i; B: 5.0; C: -0.6; D: 8.0; E: 1.6; F: 0.9; G: -4.9; H: 0.3; I: 1.5
N#Cc1ccc(OC(=O)c2cnccn2)cc1
  A: i; B: 3.0; C: 0.9; D: -9.1; E: 2.3; F: 0.0; G: 0.5; H: -1.4; I: 4.3
Cc1ccc(/C=N/NC(=O)c2nnn(-c3nonc3N)c2CSc2ccc(Cl)cc2)cc1
  A: i; B: -2.6; C: -9.0; D: 5.7; E: 2.2; F: -1.3; G: 2.8; H: 4.7; I: -3.3
Cc1cccc(NC(=O)CSc2ccc(C(N)=O)cc2[N+](=O)[O-])c1C
  A: i; B: -3.8; C: -2.3; D: -5.3; E: -4.5; F: -0.2; G: -0.3; H: -8.9; I: -5.1
COc1cc(/C=N\NC(=O)OC(C)(C)C)ccc1OC(=O)c1ccco1
  A: i; B: 1.4; C: -6.2; D: -1.4; E: 2.0; F: -0.6; G: 4.9; H: 6.5; I: 2.9
CN1CCN(c2ccc(S(=O)(=O)N3CCCCC3)cc2NC(=O)/C=C/c2ccc(Cl)c([N+](=O)[O-])c2)CC1
  A: i; B: 14.1; C: -0.5; D: 2.0; E: -2.0; F: -0.2; G: 3.0; H: 22.7; I: 0.6
Cc1ccc(S(=O)(=O)N(CC(=O)O)Cc2ccccc2)cc1
  A: i; B: -1.4; C: -3.4; D: 0.1; E: 2.0; F: x; G: -1.6; H: -2.2; I: 5.6
O=C(Cc1n[nH]c(=O)[nH]c1=O)N/N=C/c1cccc(O)c1
  A: i; B: 8.8; C: -1.2; D: 9.2; E: -1.7; F: 0.7; G: 0.4; H: -4.0; I: 10.6
Cc1cc(C)n(-c2nc3ccccc3n3c(C)nnc23)n1
  A: i; B: 5.8; C: -1.2; D: 4.2; E: -0.4; F: 3.8; G: -0.2; H: -6.3; I: 2.4
CSc1nc(C)cc(C)c1C#N
  A: i; B: 7.4; C: -1.4; D: 12.4; E: 2.2; F: 0.4; G: 2.0; H: -5.6; I: -6.6
Cc1ccccc1CN(CC(=O)Nc1cccc([N+](=O)[O-])c1)S(=O)(=O)c1ccc(Cl)cc1
  A: i; B: -9.0; C: -5.6; D: 1.1; E: 1.9; F: 0.4; G: 1.4; H: 30.8; I: 11.5
COc1ccc(S(=O)(=O)N2CCOCC2)cc1NC(=O)CSc1nnc(C2CC2)n1N
  A: i; B: -9.0; C: -4.4; D: -3.9; E: -2.2; F: -0.5; G: -3.0; H: -13.2; I: 5.0
O=C1CC2(CCCC2)CC(=O)N1c1ccccc1
  A: i; B: 7.6; C: -4.7; D: 2.4; E: -1.0; F: 1.7; G: -1.1; H: -4.8; I: -5.5
